# Ba/F3 V617F tox: loss of viability in JAK2V617F-driven Ba/F3 cells. Ba/F3 EpoR-JAK2V617F viability, ATP luminescence. inhibition, % at 5.6 µM. actives 1.1% (n = 220,000). AID 1446;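 active means inhibition above the campaign mean plus 3 SD over all tested compounds, cut at about 24% in these data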;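 further: cytokine-independent growth of Ba/F3 cells driven by EpoR plus mutant JAK2; 0% = DMSO-treated cells and 100% = JAK inhibitor I control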
# Runt-CBFb FRET: blocks binding of human RUNX1 Runt domain to CBFb; actives 0.46% (n = 220,000); inhibition, % at 20 µM; Cerulean-Runt/Venus-CBFb FRET ratio 530/480, 1 h;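 active means inhibition over about 50% at 20 µM in the single-dose screen, limit read from the data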;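 further: 0% = DMSO wells and 100% = excess unlabeled CBFb competitor control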
#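 Measured by: fluorescence energy transfer, 422 nm excitation, 530/480 nm emission; test system: Cerulean-tagged RUNX1 Runt domain (FRET donor) fusion protein; buffer or medium: Tris pH 7.5 buffer with BSA; compound: one dose, 20 µM compound, 1% DMSO; times: two 1 h room-temperature incubations shielded from light; benchmarks: unlabeled CBFb 5 µM, positive control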
# NPY2 pot ag: human NPY-Y2 potentiation or agonism, primary screen. cells expressing NPY-Y2, potentiator/agonist read-out. activation, % at 3.6 µM. actives 0.45% (n = 220,000); in the data active means activation above about 27%;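 further: cells stimulated with NPY near EC25 plus isoproterenol at EC100; 0% = vehicle plus submaximal agonist and 100% = vehicle plus saturating agonist; some results beyond the cut were filed as inactive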
# Target sequence (P49146 whole entry, looked up): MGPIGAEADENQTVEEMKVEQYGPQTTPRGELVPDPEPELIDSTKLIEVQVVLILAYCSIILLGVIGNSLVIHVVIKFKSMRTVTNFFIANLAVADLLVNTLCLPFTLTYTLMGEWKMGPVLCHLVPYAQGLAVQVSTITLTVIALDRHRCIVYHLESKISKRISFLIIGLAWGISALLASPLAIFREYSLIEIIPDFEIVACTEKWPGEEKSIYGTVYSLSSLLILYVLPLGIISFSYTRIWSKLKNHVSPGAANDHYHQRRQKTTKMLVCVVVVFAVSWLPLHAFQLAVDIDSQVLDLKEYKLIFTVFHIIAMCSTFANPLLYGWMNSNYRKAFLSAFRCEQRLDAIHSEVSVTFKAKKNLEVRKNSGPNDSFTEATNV
# BaF3 tox: reduces parental Ba/F3 cell viability, JAK2V617F counter-screen | CellTiter-Glo ATP luminescence | inhibition, % at 5.6 µM | actives 1.1% (n = 220,000) | AID 1486;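 active means inhibition above a per-campaign cutoff, the mean inhibition of all tested compounds plus 3 SD, cut at about 27% in these data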;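 further: 0% = DMSO wells and 100% = JAK Inhibitor I control wells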
# S1P4 ag: activates the human S1P4 receptor; activation, % at 4.98 µM; actives 0.35% (n = 220,000); AID 1509; O95977; S1P4-expressing cell line, agonist reporter assay; in the data active means activation above about 11%;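 further: 0% = DMSO vehicle and 100% = reference agonist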
# Target sequence (O95977 whole entry, looked up): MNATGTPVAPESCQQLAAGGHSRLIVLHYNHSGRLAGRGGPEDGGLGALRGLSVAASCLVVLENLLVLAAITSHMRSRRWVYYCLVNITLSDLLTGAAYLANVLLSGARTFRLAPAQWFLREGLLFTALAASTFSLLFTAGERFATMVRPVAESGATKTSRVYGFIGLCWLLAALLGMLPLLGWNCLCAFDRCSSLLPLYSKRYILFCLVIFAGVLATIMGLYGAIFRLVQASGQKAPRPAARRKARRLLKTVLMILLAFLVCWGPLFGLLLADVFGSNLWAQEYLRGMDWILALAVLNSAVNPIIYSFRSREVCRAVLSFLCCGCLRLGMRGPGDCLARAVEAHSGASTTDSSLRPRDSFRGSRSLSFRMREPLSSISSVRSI
# RBBP9 inh: blocks human serine hydrolase RBBP9 | O75884 | recombinant RBBP9, FP-Rh probe fluorescence polarization | inhibition, % at 7.94 µM | actives 0.2% (n = 220,000);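 active means inhibition above the campaign mean of all tested compounds plus 3 SD, cut at about 14% in these data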;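 further: plate controls were DMSO wells with RBBP9 for no effect and wells lacking RBBP9 protein for full effect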
# Target sequence (O75884 whole entry, looked up): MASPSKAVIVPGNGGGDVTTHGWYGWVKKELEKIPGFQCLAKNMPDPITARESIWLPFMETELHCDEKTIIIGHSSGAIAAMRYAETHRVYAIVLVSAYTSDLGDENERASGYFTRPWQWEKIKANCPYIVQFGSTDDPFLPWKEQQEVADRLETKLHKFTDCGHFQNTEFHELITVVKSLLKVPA
#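 System: RBBP9 protein / Quantity: 2.5 µM RBBP9 dispensing solution, before mixing / Also added: Serine-hydrolase probe FP-Rh, 375 nM pre-mixing / Dosing: 7.94 µM single dose, 0.794% DMSO / Timing: enzyme-compound preincubation 30 min, then probe labeling 45 min, 25 °C / Signal: FP readout at 525/598 nm / Controls: DMSO-treated enzyme wells and wells lacking RBBP9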
# NPY1 pot ag: potentiates or activates human NPY-Y1 receptor. P25929. NPY-Y1 expressing cells, potentiator/agonist activation. activation, % at 3.6 µM. actives 0.37% (n = 220,000); in the data active means activation above about 33%, passing the limit was not always enough;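 further: cells stimulated with NPY at EC10 then isoproterenol at EC100; 0% = low agonist plus stimulus and 100% = saturating agonist plus stimulus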
# NPY-Y1 antag: antagonists of human neuropeptide Y receptor Y1 | HEK293-CNG Y1 cells, membrane potential fluorescence; NPY at EC95, then isoproterenol | inhibition, % at 3.6 µM | actives 1% (n = 200,000);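 active means inhibition above the campaign mean inhibition of all tested compounds plus 3 SD, cut at about 20% in these data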;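 further: 0% = DMSO wells given NPY plus isoproterenol and 100% = isoproterenol alone without NPY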
#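 Material: HEK293 Y1/CNG channel cell line | Also added: NPY (25 nM), isoproterenol (1 µM), Ro 20-1724 (25 µM) | Compound: One concentration, 3.6 µM, in 0.4% DMSO | Schedule: 3 h dye uptake, 1 h room-temperature compound, 45 min post-isoproterenol | Signal: Membrane-potential fluorescent dye readout | Read-out: % inhibition of NPY effect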
# S1P4 antagonist: antagonists of human S1P4 receptor. O95977. inhibition, % at 4.98 µM. actives 0.26% (n = 220,000). S1P4-expressing cells, antagonist mode, reporter read-out; in the data active means inhibition above about 29%;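 further: 0% = wells stimulated with agonist and 100% = vehicle wells without agonist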
# The depositor's hits bear a star; . = not tested or not shown. No enrichment for hits. About 3.6% of those tested had a hit in this group.
SMILES,Ba/F3 V617F tox,Runt-CBFb FRET,NPY2 pot ag,BaF3 tox,S1P4 ag,RBBP9 inh,NPY1 pot ag,NPY-Y1 antag,S1P4 antagonist
N/N=C1\CCCc2c1[nH]c1ccc([N+](=O)[O-])cc21,-0.1,0.1,3.1,-1.0,0.1,-5.2,10.0,.,-7.7
COc1ccc(/C=C2\SC(=S)N(CC(=O)OCC(=O)Nc3ccc([N+](=O)[O-])cc3OC)C2=O)cc1,-1.8,-28.6,-5.0,8.8,0.6,4.6,6.6,0.4,5.1
Cc1ccc(/C=N/NC(=O)c2nnn(-c3nonc3N)c2CSc2ccc(Cl)cc2)cc1,2.1,.,-0.6,3.7,0.3,-3.5,12.2,1.8,4.0
COc1ccc(OC)c2c(C)cc(NCCN3CCOCC3)nc12,-2.4,3.2,-1.2,5.2,1.4,-3.6,-10.6,12.7,5.7
COc1cccc(C2CC(c3cccs3)Nc3ncnn32)c1 (configuration not stated),2.5,6.4,13.9,5.3,-1.2,-7.2,2.3,-1.9,-7.4
CSCCC1COC(c2cccs2)=N1 (configuration not stated),-3.5,-0.9,5.1,0.8,-0.7,5.5,-0.9,-2.0,-4.0
OCc1nc2ccccc2n1CC(O)Cn1ccc2ccccc21 (configuration not stated),0.4,1.2,-5.9,6.0,1.1,-5.6,-21.2,-4.3,-13.0
Cc1ccc2[nH]c(=O)c(CN(C)C(=O)c3cccs3)cc2c1,-1.0,0.0,6.7,6.1,21.6*,-6.3,9.7,-0.8,-10.7
CC(C)N1CN=C(Nc2nc3ccccc3o2)NC1,-2.5,-1.6,9.1,6.0,0.8,-3.4,9.7,0.0,0.9
Cc1cc(COc2ccccc2OCc2cc(C)no2)on1,-4.1,-1.3,18.4,1.7,-0.4,-2.2,-11.9,-1.5,-10.2
COc1ccc(C(=O)N(C)c2c(C)n(C)n(-c3ccccc3)c2=O)cc1OC,2.6,1.8,-5.1,9.9,0.1,-7.0,9.3,1.8,0.2
O=C(Nc1cc(C(F)(F)F)ccc1N1CCOCC1)c1ccccc1,3.4,2.1,-15.4,4.1,-1.0,-7.8,-23.7,7.3,-11.7
CCCSc1nc2cc(C)c(C)cc2n1CC(C)O (configuration not stated),3.8,-0.3,-13.2,7.4,0.8,5.1,-14.6,-4.2,-1.8
CN(C)/C=C1\N=C(c2ccccc2)OC1=O,-1.5,0.9,1.2,6.1,-0.4,-9.0,7.3,10.1,-5.3
CC(OC(=O)CNC(=O)C12CC3CC(CC(C3)C1)C2)C(=O)Nc1ccc(S(N)(=O)=O)cc1 (configuration not stated),0.2,-0.2,9.5,5.7,2.6,-5.0,-0.3,8.5,-3.2
C[C@@H](C[C@@H](O)[C@H](O)C(C)(C)O)[C@@H]1CC[C@]2(C)C3=CC[C@H]4C(C)(C)C(=O)CC[C@]4(C)[C@H]3CC[C@@]12C,3.2,-3.3,-1.1,0.9,0.8,2.0,-8.9,-0.5,-17.3
CN(C)S(=O)(=O)N(CC(=O)NCCSCc1ccccc1)c1ccccc1,-1.6,-0.4,-16.1,3.4,1.5,1.6,-3.5,5.8,-2.5
CN(CC(=O)Nc1ccc(F)c(F)c1F)C(=O)/C=C/c1ccc(Cl)cc1,-1.9,-1.8,5.9,6.6,-1.6,-8.0,-22.2,6.9,-9.4
CN(C(=O)c1ccccc1OC1CCN(S(C)(=O)=O)CC1)C1CCOC1 (configuration not stated),0.5,0.6,-5.8,1.5,-0.8,-10.6,-11.4,3.5,-9.3
COc1ccccc1Nc1nc(Cl)nc(Nc2ccccc2OC)n1,-0.5,-0.6,2.0,-0.1,-1.4,-6.8,-1.6,3.3,1.7
O=C1CCCC(=O)N1c1ccc(N2CCN(c3ccc([N+](=O)[O-])cc3)CC2)c([N+](=O)[O-])c1,-0.6,-1.2,-4.3,7.7,4.0,-7.5,3.1,-0.9,-24.1
CN1CCN(C(=O)CCCOc2cc(=O)n(C)c3ccccc23)CC1,-4.1,-2.0,6.3,-0.5,-1.8,-1.7,7.2,-2.2,-7.8
COc1ccc(CN2C(=O)N(c3ccc(OC)cc3)C(=O)C2CC(=O)Nc2ccccc2)cc1 (configuration not stated),-2.5,-2.3,13.0,-0.5,-0.7,6.6,2.0,2.0,-22.4
COc1ccc(S(=O)(=O)N2CCOCC2)cc1NC(=O)c1ccc2c(c1)OCCO2,0.2,-0.8,-4.4,8.2,-0.9,-6.1,-6.0,12.8,-2.7
CCOc1cnc(-c2ccc(Cl)cc2)o1,-1.0,-1.5,-6.8,2.8,-1.3,-1.0,-23.4,6.0,-22.4

# 6 entries from above in a different format.
SMILES	Ba/F3 V617F tox	Runt-CBFb FRET	NPY2 pot ag	BaF3 tox	S1P4 ag	RBBP9 inh	NPY1 pot ag	NPY-Y1 antag	S1P4 antagonist
COc1ccc(OC)c2c(C)cc(NCCN3CCOCC3)nc12	-2.4	3.2	-1.2	5.2	1.4	-3.6	-10.6	12.7	5.7
COc1cccc(C2CC(c3cccs3)Nc3ncnn32)c1 (configuration not stated)	2.5	6.4	13.9	5.3	-1.2	-7.2	2.3	-1.9	-7.4
CSCCC1COC(c2cccs2)=N1 (configuration not stated)	-3.5	-0.9	5.1	0.8	-0.7	5.5	-0.9	-2.0	-4.0
OCc1nc2ccccc2n1CC(O)Cn1ccc2ccccc21 (configuration not stated)	0.4	1.2	-5.9	6.0	1.1	-5.6	-21.2	-4.3	-13.0
Cc1ccc2[nH]c(=O)c(CN(C)C(=O)c3cccs3)cc2c1	-1.0	0.0	6.7	6.1	21.6*	-6.3	9.7	-0.8	-10.7
CC(C)N1CN=C(Nc2nc3ccccc3o2)NC1	-2.5	-1.6	9.1	6.0	0.8	-3.4	9.7	0.0	0.9

# (further entries)
SMILES,Ba/F3 V617F tox,Runt-CBFb FRET,NPY2 pot ag,BaF3 tox,S1P4 ag,RBBP9 inh,NPY1 pot ag,NPY-Y1 antag,S1P4 antagonist
COc1cc(CCC(=O)OCC(=O)Nc2nc(C)c(Cl)cc2Cl)cc(OC)c1OC,-2.8,-1.2,5.2,1.1,-3.1,-1.0,-12.3,-0.7,-20.3
COc1c(O)ccc(/C=C(\C#N)c2nc3ccccc3[nH]2)c1[N+](=O)[O-],-1.7,73.7*,10.3,0.9,2.1,-7.5,10.7,2.2,-8.2
Cc1ccc(O)c(CNc2nc3ccccc3n2C)c1,1.4,0.3,-19.4,5.5,-2.0,-2.2,-12.3,1.7,4.8
Cc1ccc(C(=O)c2coc3cc([N+](=O)[O-])c(O)c([N+](=O)[O-])c23)cc1,0.5,24.3,7.2,7.9,-0.8,12.0,6.9,5.7,-8.6
O=C(O)C(=O)/C(=C\c1ccccc1)c1ccc2ccccc2n1,-4.8,7.1,9.3,-0.6,0.1,-7.7,26.4,-8.2,-3.4
O=c1[nH]c(CSc2nc3ccccc3o2)nc2c1cnn2-c1ccccc1,1.5,0.0,-6.9,0.1,-0.6,-13.7,-14.7,3.0,-18.6
CCOc1ccc(C(C)NC(=S)NC2CCCCC2)cc1 (configuration not stated),4.0,1.7,0.2,6.3,-0.2,-15.6,4.7,1.8,-14.3
COc1ccc(S(=O)(=O)N2CC=C(C(=O)Nc3ccc(NC(C)=O)cc3)CC2)cc1,-4.3,0.4,-7.5,3.9,-1.0,-8.9,15.5,2.3,-8.9
NC(=O)c1ccsc1NC(=O)c1ccc(N2CCCC2=O)cc1,6.5,0.2,0.0,10.6,-0.1,-8.2,-2.9,-1.3,-20.1
CC(C)(C)C1CCC2(CC1)NC(=S)N(c1ccccc1)N2 (configuration not stated),-3.3,11.1,4.3,2.3,-1.9,-3.1,-0.7,-5.6,-14.2
CCCCNC(=O)NCc1cnn(C)c1C,6.2,-1.0,-10.8,6.5,1.8,-7.4,-15.8,3.4,-4.4
CCC(CC)C(=O)NCCc1ccc(F)cc1,1.2,0.6,-1.6,4.0,-0.5,-2.7,-2.7,5.6,-13.4
COC(=O)c1cc(-c2c(C)oc3cc(OC)ccc3c2=O)c(C)o1,-1.3,-0.8,4.7,4.5,2.1,-9.3,12.0,2.0,-0.2
Cc1cc(N)c(NC2=CC(=O)CC(C)(C)C2)cc1C,-0.7,-0.4,14.4,-0.9,-2.8,3.4,0.8,4.5,-6.2
CC(=O)Nc1cccc(NC(=O)C2CCCN2C(=O)Nc2ccc(C)cc2)c1 (configuration not stated),-3.7,0.0,5.8,-0.1,-2.5,-3.3,12.3,-3.2,22.4
Cc1c(=O)n(OCc2ccccn2)c2ccccc2[n+]1[O-],2.9,7.4,1.0,3.1,3.6,-0.8,11.1,5.0,-5.5
O=S(=O)(CS(=O)(=O)c1ccc(Cl)cc1)c1ccc(Cl)cc1,-3.0,2.4,2.2,3.1,-0.9,-6.0,15.1,.,1.5
CCOC(=O)Cn1cc(C(=O)c2ccco2)c2ccccc21,3.0,0.2,-8.8,1.8,-0.9,-1.8,-14.7,5.5,-0.1
CN1CCN(/C=N/c2c(C#N)cnn2-c2ccccc2)CC1,-1.7,0.0,-8.2,1.1,-1.6,-3.4,-22.4,-0.4,-23.1
COc1ccc(S(=O)(=O)Nc2cc(C(=O)NCCCOC(C)C)ccc2N2CCOCC2)cc1,-1.6,-3.5,5.8,8.9,0.6,-8.6,16.4,-2.1,-0.6
CC1=C/C(=N\OS(=O)(=O)c2ccccc2)C=CC1=O,40.6*,10.3,21.3,32.1*,1.8,0.5,44.8*,-8.4,4.6
O=C(CN1CCC(NC(=O)c2cccc(F)c2)CC1)NCc1cccs1,3.5,-0.5,-11.9,9.8,-2.1,-2.4,-5.4,-0.8,9.3
CC(NC(=O)c1cccs1)c1nnc(SCc2ccc(Cl)cc2Cl)n1C (configuration not stated),-2.3,-3.2,2.2,5.2,0.6,-9.3,-1.7,1.6,-18.5
Cc1ccc(/C=N/NC(=O)c2ccccc2OCc2ccc(F)cc2)o1,-3.7,-1.5,-75.3,4.3,0.0,3.7,-107.4,22.2*,8.5
COc1ccc(S(=O)(=O)N(C)CC(=O)O)c2ccccc12,-0.9,2.0,-10.1,2.2,-1.2,-8.1,-23.1,12.1,-13.3
COc1ccc(NC2C=CS(=O)(=O)C2)c(OC)c1 (configuration not stated),0.8,8.1,15.4,5.2,0.3,-5.9,8.6,3.6,-17.0
CCOC(=O)C(C)Sc1nnc(Cc2cc(=O)[nH]c(=O)[nH]2)n1-c1ccc(OCC)cc1 (configuration not stated),-3.0,-1.4,1.0,-1.6,-3.4,-4.7,-4.4,-3.2,-6.5

# From PubChem
